Exocytosis inh: blocks lytic granule exocytosis; TALL-104 LAMP-1 surface exposure, flow cytometry; cells stimulated with thapsigargin and PMA; inhibition, % at 10 µM; 360,000 tested, 0.66% active;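 active means inhibition above about 55%, limit read from the data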
iPSC survival up: increases survival of single human iPS cells. hiPSC single-cell survival, ATPlite luminescence; 100% = ROCK inhibitor wells, 0% = DMSO. survival enhancement, % at 20 µM. 360,000 tested, 0.044% active. AID 602274; in the data active means survival enhancement above about 18%;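 further: cells exposed to compounds for 16 hours before the ATP read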
Peg3 prom inh: Peg3 promoter activity inhibition. HeLa PEG-Prom luciferase reporter, luminescence, overnight. inhibition, % at 20 µM. 360,000 tested, 1.7% active;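 active means inhibition of at least 50% at 20 µM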
CaV13 ICDI inh: Primary screen for inhibitors of IQ motif and Ca2+-dependent inactivation inhibitor domain binding in CACNA1D, Förster resonance energy transfer in living cells, … | inhibition, % at 12.3 µM | HEK cells, CFP/YFP FRET ICDI-IQ, plate reader, 10 min; percent FRET-ratio fall versus neutral wells | AID 743397 | 340,000 tested, 0.098% active;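 active means mean replicate inhibition of at least 30% and at least 1% of replicates passing that level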;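 further: 0% = median of the neutral control wells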
NR2E3 ag-1: activates human NR2E3 receptor; CHO-S Gal4-NCOR/VP16-NR2E3 two-hybrid, luciferase; AID 602229; Q9Y5X4; 360,000 tested, 0.35% active; inhibition of corepressor binding, % at 3.98 µM;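 active means inhibition above the mean of all tested compounds plus 3 SD, cut at about 70% in these data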;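 further: 0% = DMSO with NR2E3 transfected cells and 100% = cells lacking NR2E3 construct; higher means lower luciferase signal from less NR2E3 corepressor binding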
Target sequence (Q9Y5X4 whole entry, looked up, the tested form may be a part): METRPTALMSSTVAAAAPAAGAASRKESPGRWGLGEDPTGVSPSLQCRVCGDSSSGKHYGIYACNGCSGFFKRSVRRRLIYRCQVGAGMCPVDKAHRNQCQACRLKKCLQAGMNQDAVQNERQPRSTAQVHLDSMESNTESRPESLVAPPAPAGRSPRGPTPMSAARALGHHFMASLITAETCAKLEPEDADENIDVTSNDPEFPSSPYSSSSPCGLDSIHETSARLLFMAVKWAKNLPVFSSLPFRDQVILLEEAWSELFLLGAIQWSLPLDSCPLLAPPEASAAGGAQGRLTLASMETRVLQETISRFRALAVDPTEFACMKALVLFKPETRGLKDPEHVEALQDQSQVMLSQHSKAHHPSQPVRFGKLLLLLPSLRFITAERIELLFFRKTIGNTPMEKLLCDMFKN
aDG glyco up: alpha-DG glycosylation activation; AID 624168; activation, % at 10 µM; 360,000 tested, 0.22% active; Pro5-aDG cells, alpha-DG glycosylation AlphaScreen (IIH6); 0% Pro5, 100% B10-LARGE cell signal;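 active means activation of at least 8% versus controls, or a plate z-score of at least 8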;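 further: Pro5 are CHO cells carrying HIG-tagged alpha-DG that lacks glycosylation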
NR2E3 ag-2: agonists of human nuclear receptor NR2E3. Q9Y5X4. GST-NR2E3/biotin-RetCOR TR-FRET, 1536-well. inhibition of corepressor binding, % at 4.78 µM. 320,000 tested, 0.12% active. AID 2300;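 active means percent inhibition above the cutoff of mean plus 3 SD of all tested compounds, set per screening campaign, cut at about 20% in these data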;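 further: 0% = DMSO wells and 100% = biotin wells as full block of FRET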
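Material – GST-tagged NR2E3 plus biotinylated RetCOR corepressor · Quantity – NR2E3 fusion 1.35 nM · Times – 5 h incubation at 4 °C · Medium – pH 7.5 Tris-based buffer · Technique – TR-FRET, Eu(K)-anti-GST donor, streptavidin-D2 acceptor, ex 340, em 617/671 nm · Benchmarks – high control biotin, low control 0.6% DMSO · Format – 1536-well plates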
HIF-2a inh: inhibitors of HIF-2a; inhibition, % at 18.8 µM; 786-0 RCC cells HIF-2a reporter, luciferase luminescence, overnight; 360,000 tested, 0.72% active;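 active means inhibition of the luminescence signal of 40% or more relative to plate controls, in a single-dose primary screen at 18.75 µM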
MITF TRPM1 inh: inhibitors of MITF-driven TRPM1 promoter in melanoma cells; SK-MEL-5 TRPM1 promoter luciferase, 24 h; inhibition, % at 12.5 µM; 330,000 tested, 0.83% active; AID 488899;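 active means mean inhibition across replicates of 60% or more, whatever share of single replicates reaches that level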; further: values of inactives mirror those of a sister screen read the other way
PDI inh: inhibitors of human protein disulfide isomerase | P07237 | PDI insulin aggregation turbidity, A650, 90 min | inhibition, % at 10 µM | 350,000 tested, 0.052% active | AID 588391;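 active means mean inhibition across replicates of 30% or more, whatever share of single replicates reach that level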;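 further: absorbance from insulin aggregation driven by PDI reduction with DTT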
Target sequence (P07237 whole entry, looked up): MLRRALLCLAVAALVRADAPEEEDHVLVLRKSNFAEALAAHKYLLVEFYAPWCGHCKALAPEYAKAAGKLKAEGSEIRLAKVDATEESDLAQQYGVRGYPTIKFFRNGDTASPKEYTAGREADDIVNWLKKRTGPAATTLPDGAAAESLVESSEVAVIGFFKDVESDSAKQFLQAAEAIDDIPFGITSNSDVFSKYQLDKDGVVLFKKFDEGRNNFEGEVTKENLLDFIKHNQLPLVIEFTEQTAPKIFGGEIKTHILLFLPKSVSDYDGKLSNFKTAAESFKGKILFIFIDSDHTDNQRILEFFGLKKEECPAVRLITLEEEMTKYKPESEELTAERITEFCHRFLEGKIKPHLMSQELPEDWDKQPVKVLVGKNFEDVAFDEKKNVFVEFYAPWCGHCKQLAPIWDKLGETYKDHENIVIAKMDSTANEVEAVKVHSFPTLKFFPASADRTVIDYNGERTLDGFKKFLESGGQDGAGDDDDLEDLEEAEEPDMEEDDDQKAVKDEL
Vif imaging: HIV Vif inhibition; HEK293T cells, Vif self-association by quenched fluorescence, imaging, 24 h; 340,000 tested, 0.35% active; inhibition, % at 7.49 µM; in the data active means inhibition above about 50%, passing the limit was not always enough; further: some results filed as inactive read as strong as hits
The depositor's hits bear a star; x = no result given.

SMILES | Exocytosis inh | iPSC survival up | Peg3 prom inh | CaV13 ICDI inh | NR2E3 ag-1 | aDG glyco up | NR2E3 ag-2 | HIF-2a inh | MITF TRPM1 inh | PDI inh | Vif imaging
CCN(CC)c1cc(C)c2cc(NC(=O)c3ccccc3OC)ccc2n1 | 31 | 0.5 | -7 | -6 | -9 | 1.0 | 6 | -43 | -31 | -3 | -4
NCc1csc(NC(=O)Nc2cccc(C(F)(F)F)c2)n1 | -10 | 0.4 | -2 | -5 | -42 | 0.2 | x | 6 | x | -11 | 0
CC(=O)c1ccc(NC(=O)Nc2ccc3c(c2)nc(C)n3C)cc1 | -1 | -0.7 | -256 | -7 | -80 | -0.1 | -4 | -287 | -83 | 3 | -6
CCn1c(C)nc2cc(C(=O)N/N=C/c3ccc(O)cc3)ccc21 | 7 | 1.9 | 5 | -14 | 4 | 0.0 | -3 | -2 | -13 | -3 | 1
Cc1cc(-c2nnc(SCC(=O)c3ccc4c(c3)OCCO4)o2)no1 | 2 | -0.3 | 7 | 2 | -33 | 0.2 | -7 | 13 | 3 | 0 | -7
COc1ccc(NC(=O)Nc2ccc(F)cc2)c(C)c1 | 3 | -1.1 | -49 | -8 | -36 | 0.0 | -5 | -52 | -9 | -4 | 10
CCCCN(CCCC)CC(O)COc1ccccc1C(=O)Nc1ccccc1 (configuration not stated) | 6 | -0.3 | 6 | 6 | -10 | 0.1 | 2 | -1 | 6 | -9 | -13
CN1CCN(C(=O)c2ccc(-c3cnn(C)c3)c3ccoc23)CC1 | -4 | -2.9 | 8 | x | -3 | -0.1 | x | -18 | x | 0 | 8
O=C(Nc1cccc(C(F)(F)F)c1)c1cc2c(s1)-c1ccccc1OC2 | 4 | 1.1 | -19 | -3 | 5 | 0.3 | 3 | -24 | 6 | -2 | 1
Cc1cccc(NC(=O)Nc2ccc(C#N)cc2)n1 | 8 | -3.6 | 62* | -2 | 14 | 0.0 | -2 | -108 | 18 | x | -14
Cn1c(=O)c2c(ncn2CCOc2cccc(Br)c2)n(C)c1=O | -10 | -0.3 | 43 | -18 | -11 | 0.5 | -1 | 30 | 20 | 4 | 1
CS/C(N)=N/N=C/c1ccc([N+](=O)[O-])cc1 | 5 | 3.0 | -144 | -5 | -38 | -0.3 | -1 | -128 | -49 | 2 | 1
COc1ccc(-c2coc3cc4oc(=O)cc(-c5ccccc5)c4cc23)cc1F | 5 | 0.3 | 18 | -3 | -6 | -0.3 | -2 | 0 | 28 | 5 | -9
CC12CCC(C(=O)Nc3ccc(Br)cn3)(OC1=O)C2(C)C (configuration not stated) | -5 | -0.6 | 6 | -4 | -10 | 0.0 | 3 | 0 | x | -3 | -3
COc1ccc(OC)c(C(O)c2ncc(-c3ccccc3OC)[nH]2)c1 (configuration not stated) | -7 | -2.1 | 10 | -5 | -9 | -0.2 | x | 11 | x | -2 | 8
Cc1ccc(O)c(N=Nc2ccc(S(=O)(=O)N3CCOCC3)cc2)c1 | 2 | -0.1 | -45 | 1 | -14 | -0.1 | 5 | -22 | 1 | 6 | 0
Cn1c(=O)n(Cc2ccccc2Cl)c(=O)c2c1[nH]c(=S)n2C | -2 | -0.5 | 4 | -3 | -23 | 0.0 | 0 | 9 | 4 | 1 | 0
COC(=O)CCSCC(=O)N1N=C(c2ccc(OC)cc2)CC1c1cccc(OC)c1OC (configuration not stated) | 3 | 1.2 | 4 | -4 | -4 | 0.3 | -1 | -30 | -2 | 0 | -10
CC(C)C(=O)NC(c1cccc([N+](=O)[O-])c1)c1ccc2cccnc2c1O (configuration not stated) | 2 | -0.4 | 63* | -20 | -9 | -0.3 | -1 | 20 | 62* | -5 | -3
COc1ccc(-c2ccc(NC(=O)c3ccco3)cc2)nn1 | -7 | -0.6 | 18 | -2 | -116 | 0.2 | 0 | -1 | 21 | -3 | 2
O=C(NCC1CCCCC1)c1ccc2nc([C@H]3C[C@H](O)[C@@H](CO)O3)[nH]c2c1 | 4 | -1.7 | 15 | -7 | 0 | 0.0 | x | 8 | x | 0 | 7
O=C1N(c2ccccc2)C2CS(=O)(=O)CC2N1c1ccc(Cl)c(Cl)c1 (configuration not stated) | 2 | -1.5 | 15 | x | -21 | -0.1 | 6 | 8 | -3 | -8 | 0
COc1ccc2c(-c3ccccc3)cc(SCC(=O)NC(N)=O)nc2c1 | 6 | 0.4 | 14 | -6 | -6 | 0.2 | 4 | 24 | 0 | -6 | -2
CCOc1ccc(NC(=O)CC2C(=O)Nc3ccccc3N2C(=O)c2ccccc2)cc1 (configuration not stated) | 0 | 0.0 | 16 | -9 | 3 | -0.1 | -2 | 19 | -2 | 9 | -7
COc1ccccc1NC(=O)c1c([N+](=O)[O-])c(C(C)(C)C)nn1C | -12 | 0.5 | 8 | -21 | -13 | 0.0 | 0 | 15 | 5 | 0 | -2
The list continues.
SMILES | Exocytosis inh | iPSC survival up | Peg3 prom inh | CaV13 ICDI inh | NR2E3 ag-1 | aDG glyco up | NR2E3 ag-2 | HIF-2a inh | MITF TRPM1 inh | PDI inh | Vif imaging
CCC(Sc1ncccc1C(=O)OCCN1CCCC1=O)C(=O)NCc1ccco1 (configuration not stated) | 1 | 2.5 | 7 | -5 | -16 | 0.0 | 3 | 15 | 8 | -3 | 8
Cc1ccc(C(=O)n2c(N)nc3ccccc32)cc1 | -2 | -4.7 | 80* | -2 | -79 | 0.1 | 3 | 42* | 67* | 2 | -5
CC1Cc2ccccc2N1C(=O)CSc1nnnn1Cc1ccccc1 (configuration not stated) | -2 | 8.5 | 29 | -4 | -6 | -0.1 | 2 | 10 | 0 | -6 | -5
O=C(Cn1nnc2c(sc3nc4c(c(-c5ccccc5)c32)CCC4)c1=O)c1ccccc1 | 3 | -0.5 | -24 | x | -16 | 0.1 | -2 | 26 | -5 | -2 | -11
CCOC(=O)N1CCN(S(=O)(=O)c2ccc3c(c2)C(C)C(=O)N3)CC1 (configuration not stated) | -3 | -2.4 | 12 | -2 | -11 | 0.1 | -2 | 4 | 3 | -4 | 25
COc1ccc2oc(=N)c(C(=O)Nc3ccccc3)cc2c1 | 0 | -2.5 | -225 | -3 | -68 | -0.1 | 0 | -206 | -23 | 6 | -1
COc1ccc(OC)c(N2C(=O)C(Cl)=C(N3CCCCC3)C2=O)c1 | -2 | -0.1 | 6 | -11 | -1 | -0.1 | -3 | -4 | 2 | 2 | 7
Cc1csc(NC(=O)CCc2nc3ccccc3s2)n1 | -2 | -1.7 | -42 | -4 | -34 | 0.1 | 0 | -60 | -21 | -9 | x
CCOC(=O)C1CCN(Cc2c(C(=O)N3CCOCC3)nc3c(C)cccn23)CC1 | -2 | -0.5 | -2 | -3 | 2 | 0.0 | 0 | 10 | -3 | -7 | 15
Cn1c(C(=O)N2CCCCCC2)cc2c(=O)n(C)c3ccccc3c21 | -2 | -0.2 | -10 | -4 | -21 | 0.0 | 2 | -20 | -11 | x | 2
C[C@@H]1CN([C@@H](C)CO)C(=O)CCCn2nncc2CO[C@H]1CN(C)Cc1ccc(Oc2ccccc2)cc1 | 11 | -2.3 | 7 | -5 | 5 | 0.2 | x | -4 | x | 5 | -1
Cc1cnc(C(=O)N2CCCC(N3CCN(c4ccccc4C)CC3)C2)cn1 (configuration not stated) | 1 | -0.4 | 1 | -4 | -9 | 0.1 | 1 | 9 | 0 | -3 | 2
OC(COc1cccc2ccccc12)CN1CCN(c2cccc(Cl)c2)CC1 (configuration not stated) | 11 | -0.4 | 10 | -4 | 0 | 0.0 | 0 | 18 | 7 | -2 | -6
O=C(O)/C=C/C(=O)Nc1ccc(OC(F)(F)F)cc1 | 6 | 1.2 | 8 | -5 | -20 | 0.0 | 3 | 9 | -6 | 0 | 2
Oc1ccc(/C=N/Nc2nc(N3CCCCCC3)nc(N3CCCCCC3)n2)c(O)c1 | 1 | 0.8 | 29 | -12 | 6 | -0.1 | 4 | -61 | 7 | 8 | 4
COc1cccc2cc(-c3nnc(SCC(=O)Nc4cc(C(F)(F)F)ccc4Cl)n3N)oc12 | -1 | 2.9 | 34 | -4 | -2 | 0.0 | 4 | 15 | 11 | -1 | -10
CCc1cccc(C)c1NC(=O)Nc1c(Br)cnn1C | -5 | -0.8 | 13 | x | 3 | 0.1 | -3 | 19 | -7 | -41 | -8
CCOc1ccc(CCNC(=O)CS(=O)Cc2nc(-c3ccc(OC)c(OC)c3)oc2C)cc1OCC (configuration not stated) | -5 | -0.5 | 7 | -16 | 0 | -0.3 | 0 | 13 | 10 | -9 | 19
CC(/C=C1\SC(=S)N(NS(=O)(=O)c2ccc(C)cc2)C1=O)=C\c1ccccc1 | 3 | -0.1 | 14 | -4 | -3 | 0.0 | 0 | 20 | 14 | -4 | 0
CC(NS(=O)(=O)c1ccc(Br)cc1)C(N)=O (configuration not stated) | -3 | 0.2 | -4 | -11 | -15 | 0.0 | -2 | 13 | -12 | 8 | 9
CC(=O)N1CCN(C(=O)c2ccc(Cl)c(S(=O)(=O)N3CC(C)OC(C)C3)c2)CC1 (configuration not stated) | 14 | -1.5 | 6 | -5 | 49 | 0.7 | x | 6 | 2 | -1 | 14
Cc1ccc(S(=O)(=O)N2CCN(C3CC(=O)N(Cc4ccccc4)C3=O)CC2)cc1C (configuration not stated) | 1 | -1.4 | 13 | -10 | 0 | -0.1 | -1 | -12 | 4 | 9 | -4
COc1ccc(NC(=O)CN(C)C(=O)/C=C/c2cn(Cc3ccccc3)nc2-c2cccnc2)cc1 | -3 | 0.1 | 8 | -1 | -5 | -0.3 | -3 | 14 | 17 | -8 | -3
Cc1cc(C)nc(SCC(=O)Nc2nc(-c3ccccc3)c(-c3ccccc3)o2)n1 | 4 | 1.4 | 18 | -5 | -24 | 1.4 | -6 | 33 | 12 | 5 | -4
C[C@@H](CSc1ccc(Br)cc1)CN1CC[C@H](O)CCC1=O | 0 | -0.3 | -58 | -5 | -5 | 0.0 | 4 | -83 | -23 | 5 | 4
O=c1[nH]c(CSc2ncccn2)nc2c1cnn2-c1ccccc1 | 1 | 1.4 | -14 | -4 | -7 | 0.7 | -2 | -19 | 6 | -6 | 3
CCCC(=O)NCCc1ccc(F)cc1 | 0 | 2.0 | -1 | -5 | 5 | 0.1 | 0 | 9 | -1 | 0 | -5

4 compounds drawn at random from those above:
SMILES | Exocytosis inh | iPSC survival up | Peg3 prom inh | CaV13 ICDI inh | NR2E3 ag-1 | aDG glyco up | NR2E3 ag-2 | HIF-2a inh | MITF TRPM1 inh | PDI inh | Vif imaging
CCOC(=O)C1CCN(Cc2c(C(=O)N3CCOCC3)nc3c(C)cccn23)CC1 | -2 | -0.5 | -2 | -3 | 2 | 0.0 | 0 | 10 | -3 | -7 | 15
CC(C)C(=O)NC(c1cccc([N+](=O)[O-])c1)c1ccc2cccnc2c1O (configuration not stated) | 2 | -0.4 | 63* | -20 | -9 | -0.3 | -1 | 20 | 62* | -5 | -3
Cn1c(=O)n(Cc2ccccc2Cl)c(=O)c2c1[nH]c(=S)n2C | -2 | -0.5 | 4 | -3 | -23 | 0.0 | 0 | 9 | 4 | 1 | 0
CCC(Sc1ncccc1C(=O)OCCN1CCCC1=O)C(=O)NCc1ccco1 (configuration not stated) | 1 | 2.5 | 7 | -5 | -16 | 0.0 | 3 | 15 | 8 | -3 | 8

From PubChem BioAssay
